LDHA block: qHTS assay for inhibitors of human lactate dehydrogenase. L-lactate dehydrogenase A chain (Homo sapiens), P00338. purified LDHA, NADH/diaphorase-resazurin fluorescence; hits give low values. activity change, % (values are at about 110 or 230 µM). actives 0.15% (n = 480,000). AID 1347041, 2019; in the data active = activity change below about -30%; inconclusive = mostly about -25% to -30%;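 note: plate controls were DMSO wells for no effect and wells without enzyme for full effect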
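Remaining NADH was detected by diaphorase (0.133 mg/mL) converting 37 µM resazurin to fluorescent resorufin, read at 0 and 20 minutes. The preceding 5-minute room-temperature reaction used 2 nM LDHA, 0.2 mM sodium pyruvate and 0.06 mM NADH at pH 7.4.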
GRP78 ERSR act: qHTS for Inducers of the Endoplasmic Reticulum Stress Response (ERSR) in Human Glioma: qHTS; U87-MG GRP78 promoter luciferase reporter, 16 h; actives 0.02% (n = 420,000); AID 602332, 2012; Potency, µM, without a hit: top-dose activation, most hits filed as activators; note: potency is the fitted concentration of half-maximal effect; series mostly up to about 76 µM; % of control where 0% means no effect; nearly all actives have a fitted effect of over 35% in size
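Stably transfected U87-MG glioma cells carrying a GRP78-based luciferase sensor; 16 h compound incubation. Luminescence end-point read 10 min after Bright-Glo addition at room temperature.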
POLI inh: qHTS for Inhibitors of Polymerase Iota; DNA polymerase iota (Homo sapiens), Q9UNA4; actives 1% (n = 390,000); Pol iota fluorescent replication assay, 10 min; AID 588590, 2011; Potency, µM (top dose mostly 115 µM), inactives show top-dose activity, negative = inhibition, usual class: inhibitors; note: potency is the fitted concentration of half-maximal effect
Target sequence (Q9UNA4 whole entry, looked up): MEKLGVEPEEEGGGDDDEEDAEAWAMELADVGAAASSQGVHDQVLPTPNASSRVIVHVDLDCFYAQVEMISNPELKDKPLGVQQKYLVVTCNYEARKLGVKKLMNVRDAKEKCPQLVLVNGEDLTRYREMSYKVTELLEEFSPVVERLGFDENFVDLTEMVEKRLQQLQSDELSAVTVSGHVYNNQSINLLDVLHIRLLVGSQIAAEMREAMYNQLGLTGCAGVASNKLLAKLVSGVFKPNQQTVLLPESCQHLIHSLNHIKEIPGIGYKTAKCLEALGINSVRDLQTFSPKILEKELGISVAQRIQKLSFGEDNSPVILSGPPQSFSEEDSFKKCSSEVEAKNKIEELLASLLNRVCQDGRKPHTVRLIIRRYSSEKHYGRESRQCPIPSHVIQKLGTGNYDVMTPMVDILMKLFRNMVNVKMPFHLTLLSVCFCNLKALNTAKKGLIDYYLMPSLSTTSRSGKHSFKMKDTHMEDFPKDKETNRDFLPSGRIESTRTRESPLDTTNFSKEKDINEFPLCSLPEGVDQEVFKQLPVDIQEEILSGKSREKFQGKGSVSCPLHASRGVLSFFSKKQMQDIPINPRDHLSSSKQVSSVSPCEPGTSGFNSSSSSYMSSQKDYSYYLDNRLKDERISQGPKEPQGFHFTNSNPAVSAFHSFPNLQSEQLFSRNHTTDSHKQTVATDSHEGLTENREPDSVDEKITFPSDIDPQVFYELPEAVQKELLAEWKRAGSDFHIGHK
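Pol iota at 10 nM preincubated 15 min with compounds at room temperature; reaction started with fluorescent substrate, 50 nM final. Fluorescence read kinetically at 0 and 10 min; buffer-only wells as negative control.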
BLM helicase inh: qHTS Assay for Inhibitors of Bloom's syndrome helicase (BLM); actives 0.2% (n = 350,000); recombinant BLM DNA unwinding, fluorescence dequenching; AID 2528, 2010; Potency, µM (highest dose often 56.1 µM), inactives show at the highest dose activity change, negative = inhibition, usual class: inhibitors; RecQ-like DNA helicase BLM (Homo sapiens), P54132;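 note: potency is the fitted concentration of half-maximal effect; plate controls were vehicle for no effect and no enzyme for full effect; nearly all actives have a fitted effect of over 35% in size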
POLH inh: qHTS for Inhibitors of Polymerase Eta. DNA polymerase eta (Homo sapiens), Q9Y253. recombinant Pol eta, fluorescent DNA replication assay. Potency, µM (top dose mostly 114 µM), for the others: at the top dose activity change, negative = inhibition, hits mostly inhibitors. actives 1.2% (n = 390,000). AID 588591, 2011; note: potency is the fitted concentration of half-maximal effect; % is set by controls: 0 for no effect and ±100 for the full control effect
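Pol eta (10 nM) was preincubated with compounds for 15 min at room temperature, after which fluorescent replication substrate (50 nM final) was added to start the reaction. Fluorescence was read kinetically at 0 and 10 min.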
APEX1 inh: qHTS Assay for Inhibitors of the Human Apurinic/apyrimidinic Endonuclease 1 (APE1) | DNA repair nuclease/redox regulator APEX1 (Homo sapiens), P27695 | recombinant APE1, TAMRA/BHQ-2 abasic DNA cleavage fluorescence | Potency, µM (series often up to 65.8 µM), inactives show at the top dose activity change, negative = inhibition, most hits filed as inhibitors | actives 0.35% (n = 350,000);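 note: potency is the fitted concentration of half-maximal effect; plate controls were vehicle for no effect and reference inhibitor for full effect; nearly all actives have a fitted effect of over 55% in size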
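Readout is kinetic fluorescence (ex 525, em 598 nm) from cleavage of 50 nM TAMRA/BHQ-2 THF abasic duplex by 0.75 nM APE1, compound added 15 min beforehand at RT.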
Pol kappa inh: qHTS for Inhibitors of Polymerase Kappa. DNA polymerase kappa (Homo sapiens), Q9UBT6. purified Pol kappa, fluorescent DNA synthesis assay, 10 min. Potency, µM (titrated, usually from 107 µM), inactives show at the top dose activity, negative = inhibition, usual class: inhibitors. actives 0.53% (n = 400,000). AID 588579, 2011; note: potency is the fitted concentration of half-maximal effect; % is set by controls: 0 for no effect and ±100 for the full control effect
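50 nM final substrate added after 15 min RT preincubation of 10 nM Pol kappa with compound; fluorescence read at 0 and 10 min.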
Pol beta inh: qHTS Assay for Inhibitors of DNA Polymerase Beta; Potency, µM (doses to about 114 µM), for the others: top-dose activity change, negative = inhibition, usual class: inhibitors; Pol beta primer extension/strand displacement, fluorescence kinetic; AID 485314, 2010; actives 1.3% (n = 340,000); P06746; note: potency is the fitted concentration of half-maximal effect; % is set by controls: 0 for no effect and ±100 for the full control effect
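Pol beta (10 nM) was preincubated with compound for 15 min at room temperature. The reaction was then started with 50 nM substrate and read immediately and after a further 10 min at room temperature.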
Anesthetic bind: qHTS Assay for Identification of Novel General Anesthetics. apoferritin/1-aminoanthracene competitive binding, fluorescence. Ferritin light chain (Equus caballus), P02791. actives 0.074% (n = 350,000). Potency, µM (top dose mostly 77.5 µM), without a hit: top-dose activity change, negative = displacement, most hits filed as inhibitors; note: potency is the fitted concentration of half-maximal effect; % is set by controls: 0 for no effect and ±100 for the full control effect; nearly all actives have a fitted effect of over 20% in size
Target sequence (P02791 2-175 limits assumed): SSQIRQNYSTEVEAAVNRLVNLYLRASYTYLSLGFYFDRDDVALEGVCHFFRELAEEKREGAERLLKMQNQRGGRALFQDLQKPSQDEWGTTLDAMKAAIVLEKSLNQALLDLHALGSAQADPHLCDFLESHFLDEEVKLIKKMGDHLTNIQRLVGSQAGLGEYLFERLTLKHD
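Horse-spleen apoferritin (10 uM) was mixed with 50% saturated 1-aminoanthracene in PBS, exposed to compounds for 10 min at room temperature, and read for fluorescence (ex 380 nm, em 535 nm). Competitive displacement was fitted with a four-parameter Hill equation.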
The depositor's hits bear a star; ? = inconclusive; / = no result given; & = joins results of further samples; [ ] = another dose, or the depositor's remark. Unless noted, calls come from the whole dose curve; as a rule, active = well fitted curve in the direction sought with a large enough effect; inconclusive = small, poorly fitted or top-dose-only effect, or another doubt; inactive = no such curve, though single readings can be large; an effect the other way counts as inactive or inconclusive. An excerpt, so the mix of outcomes need not match the whole.

SMILES	LDHA block	GRP78 ERSR act	POLI inh	BLM helicase inh	POLH inh	APEX1 inh	Pol kappa inh	Pol beta inh	Anesthetic bind
O=C1CC(c2ccco2)Cc2c1cnn2-c1nc2ccccc2s1 (stereo not given)	-3	-5%	2%	-3%	-16%	-1%	5%	?	-1%
Nc1c(Cl)ncnc1NCCO	-1	-5%	14%	-2%&-1%	1%	8%&14%	2%	26%&43%	2%&0%
C/C(=N\NC(=O)c1c(Cl)c(C)nn1C)c1cccc(NC(=O)C2CCCC2)c1	-4	1%	78%[activator]	-5%	-11%	40%	-9%	2%	?
COc1ccc(-n2c(SCC(=O)C(C)(C)C)nc3ccsc3c2=O)cc1	-7	-1%	57%[activator]	1%	3%	1%	-5%	7%	-12%
Cc1cccc(C(=O)N2CCCN(C(=O)c3cccc(C)c3)CC2)c1	-3	-2%	7%	-1%	-11%	1%	0%	3%	-17%
S=C(Nc1cccnc1)N1CCc2ccccc21	2	0%	15%	-4%	1%	-19%	-15%	1%	-5%
Cc1cccc(OCc2nnc(SCC(=O)N3CCCC3)n2C)c1	-9	0%	7%	-1%	-2%	-3%	-4%	3%	-10%
CN1CCN(c2ccc(NC(=O)c3cccs3)cc2)CC1	-4	-8%	-7%	-3%	-3%	2%	-9%	18%	-8%
O=C(Oc1c(-c2ccccc2)c(=O)n2c3c(cccc13)CC2)c1ccccc1	1	-5%	33%[activator]	-6%	-18%	-9%	-1%	-6%	-15%
COc1cc(OC)c(N(C)C(=O)Nc2cn(CC(C)C)c(=O)c3ccccc23)cc1Cl	-1	-1%	58%[activator]	0%	-3%	/	-7%	68%	-5%
CCOC(=O)C1CCN(C=Nc2cc(C)on2)CC1	-6	1%	-3%	1%	5%	-3%	-5%	5%	-2%
O=C(CSc1nnc(-c2cccs2)n1-c1ccccc1)Nc1ccccc1	-8	-4%	-1%	3%	-10%	15%	2%	5%	-9%
CCCc1cc(=O)oc2cc(O[C@@H]3O[C@H](CO)[C@@H](O)[C@H](O)[C@H]3O)ccc12	0	-1%	-5%	1%	-13%	-9%	19%	21%	-9%
Cc1ccc(F)cc1NC(=O)Cn1c(=O)nc(-c2ccccc2F)c2cc(Cl)ccc21	-3	-1%	20%	-5%	-20%	/	2%[60.1 µM]	-1%	25%
O=C(CSc1nc2[nH]ncc2c(=O)[nH]1)Nc1ccccc1F	-8	-2%	33%[activator]	/	-5%	20%	-2%	/	/
COc1ccccc1Nc1nc(NCc2ccco2)nc(N)c1[N+](=O)[O-]	2	0%	42%[activator]	-4%	-1%	0%	-3%	28%	-21%
Cc1ccc(SCCC(=O)NC(C)C)cc1	-2	0%	18%	-1%	-18%	4%	-5%	0%	-8%
Cc1ccc(NC(=O)C(=O)NCC(c2cccnc2)N2CCN(C)CC2)cc1C (stereo not given)	-12	-2%	2%	-1%	-5%	/	-2%	-3%	-16%
NC(=S)N/N=C/c1ccccc1	-6	-6%	44%[activator]	1%	-6%	5%	-4%	15%	-2%
Cc1cccc(N2CCN(C(=O)Cn3cccc3)CC2)c1C	-1	-3%	-12%	-5%	-3%	1%	-17%	4%	-22%
COc1cc(NS(=O)(=O)c2ccc(NC(=S)NC(=O)c3sc4cc(F)ccc4c3Cl)cc2)nc(OC)n1	-5	-2%	?	4%	45µM*	0%	1%	32%	-13%
CC1Cc2cc(/C=C3/SC(N4CCC(C(N)=O)CC4)=NC3=O)ccc2O1 (stereo not given)	-10	2%	-16%	-2%	2%	0%	-8%	-7%	-14%
CCN1C(=NCc2ccc(OC)cc2)N[C@@H](c2ccccc2)[C@H](C(=O)OC)[C@H]1C	-11	-1%	5%	3%	0%	14%&-6%	-8%	?	-10%
Cc1cc(C)c(Cn2c(=O)n(-c3ccccc3Cl)c(=O)c3c(C)c(C(=O)N(C)C)sc32)c(C)c1	-3	-3%	14%	-10%	-11%	/	5%[60.1 µM]	23%	-1%
CCCCC#Cc1cncc(C(=O)NN)c1	-11	-1%	-6%	-6%	-17%	-2%	-8%	-23%	-14%
COCCOC(=O)C1=C(C)NC(=O)NC1c1cn(-c2ccccc2)nc1-c1cccs1 (stereo not given)	-6	7%	-4%	0%	-13%	-5%	-12%	0%	?
CCOc1ccc(NC(=O)Cn2c(=O)n(Cc3ccc4c(c3)OCO4)c(=O)c3ccc(C(=O)NC4CCCCC4)cc32)cc1	-1	0%	4%	-4%	-9%	/	-9%	0%	5%
CCOc1ccc(NC(=O)/C(C#N)=C\c2ccc(N3CCCC3)c(C)c2)cc1	-10	-1%	17%	/	-4%	/	-8%	/	/
Cc1[nH]n2c(=O)c3c(nc2c1-c1ccccc1)CCCC3	-3	-3%	26%	0%	-13%	10%	-3%	16%	-6%
COc1ccc(-c2nnc(-c3ccc(Br)o3)o2)cc1OC	-5	10%	3%	-1%	-9%	11%	-7%	16%	-15%
NC(C(=O)O)c1nn[nH]n1 (stereo not given)	/	-4%	-20%	3%	/	-3%	-10%	/	?
CCOc1ccccc1OCCn1nc2ccccc2n1	0	-1%	2%	-1%	-17%	10%	-2%	4%	-3%
O=C(O)CC1COc2ccccc2N1C(=O)c1ccccc1Cl (stereo not given)	-15	4%	68%[activator]	-1%	7%	9%	-5%	24%	2%
CN(CCCC(=O)Nc1ccccc1F)S(=O)(=O)c1ccc(F)cc1	-1	-2%	20%	0%	-23%	9%	-5%	-2%	3%
CCCOC(=O)N1CCN(/[N+]([O-])=N/Oc2ccc([N+](=O)[O-])cc2[N+](=O)[O-])CC1	/	?	?	6%	/	-3%	-8%	/	-9%
CCSc1nnnn1-c1cccc(C(=O)O)c1	-4	-4%	-6%	-9%	9%	/	-5%[60.1 µM]	21%	-13%
Cc1cc2c3c(c1)C1(C(=O)N3C(C)(C)CC2C)C(C#N)=C(N)OC2=C1C(=O)CC(C)(C)C2 (stereo not given)	-2	-3%	5%	3%	6%	4%	8%	16%	-6%
COc1cc(C)ccc1N(CCCN1C(=O)c2cccc3cccc(c23)C1=O)C(=O)c1cccs1	8	-3%	1%	-1%	-17%	1%	-5%	18%	-7%
CCCCNC(=O)N(c1c(N)n(Cc2ccccc2)c(=O)[nH]c1=O)C1CCCC1	0	-2%	43%[activator]	-10%	7%	-1%	-3%[60.1 µM]	23%	-3%
Clc1ccc(-c2nnc(SCc3nc4ccccc4[nH]3)o2)c(Cl)c1	-3	0%	0%	4%	2%	1%	-14%	-10%	-7%
CCOCc1nnc(NC(=O)C2CC(=O)N(C3CCCC3)C2)s1 (stereo not given)	-4	-5%	8%	-1%	-3%	23%	-2%	3%	-10%
O=S(=O)(O)c1nc2ccccc2[nH]1	-2	-2%	0%	-2%	7%	6%	0%	13%	30%
CCC(Oc1ccccc1)C(=O)NC1C(=O)N2C1SC(C)(C)C2C(=O)O (stereo not given)	-2	-3%&-1%	4%	-6%&4%	-8%	4%	3%[60.1 µM]	4%	-2%
CCc1ccc(C2(C)SC(NC(C)=O)=NN2C(C)=O)cc1 (stereo not given)	1	-1%	-2%	-2%	-11%	-3%	-6%	23%	-10%
O=C(O)C1CCCCC1C(=O)NCc1ccccn1 (stereo not given)	-1	-4%	66%[activator]	0%	-15%	3%	5%	11%	?

Laid out differently: 11 of the compounds above.
Below each SMILES – LDHA block	GRP78 ERSR act	POLI inh	BLM helicase inh	POLH inh	APEX1 inh	Pol kappa inh	Pol beta inh	Anesthetic bind
> Nc1c(Cl)ncnc1NCCO
    -1	-5%	14%	-2%&-1%	1%	8%&14%	2%	26%&43%	2%&0%
> C/C(=N\NC(=O)c1c(Cl)c(C)nn1C)c1cccc(NC(=O)C2CCCC2)c1
    -4	1%	78%[activator]	-5%	-11%	40%	-9%	2%	?
> COc1ccc(-n2c(SCC(=O)C(C)(C)C)nc3ccsc3c2=O)cc1
    -7	-1%	57%[activator]	1%	3%	1%	-5%	7%	-12%
> Cc1cccc(C(=O)N2CCCN(C(=O)c3cccc(C)c3)CC2)c1
    -3	-2%	7%	-1%	-11%	1%	0%	3%	-17%
> S=C(Nc1cccnc1)N1CCc2ccccc21
    2	0%	15%	-4%	1%	-19%	-15%	1%	-5%
> Cc1cccc(OCc2nnc(SCC(=O)N3CCCC3)n2C)c1
    -9	0%	7%	-1%	-2%	-3%	-4%	3%	-10%
> CN1CCN(c2ccc(NC(=O)c3cccs3)cc2)CC1
    -4	-8%	-7%	-3%	-3%	2%	-9%	18%	-8%
> O=C(Oc1c(-c2ccccc2)c(=O)n2c3c(cccc13)CC2)c1ccccc1
    1	-5%	33%[activator]	-6%	-18%	-9%	-1%	-6%	-15%
> COc1cc(OC)c(N(C)C(=O)Nc2cn(CC(C)C)c(=O)c3ccccc23)cc1Cl
    -1	-1%	58%[activator]	0%	-3%	/	-7%	68%	-5%
> CCOC(=O)C1CCN(C=Nc2cc(C)on2)CC1
    -6	1%	-3%	1%	5%	-3%	-5%	5%	-2%
> O=C(CSc1nnc(-c2cccs2)n1-c1ccccc1)Nc1ccccc1
    -8	-4%	-1%	3%	-10%	15%	2%	5%	-9%
